# Screening results as filed in PubChem.
# C diff growth – C. difficile growth inhibition; Clostridium difficile clinical isolate growth, OD600, 24 h; active compounds read low; actives 0.25% (n = 86,000); growth activity, negative = inhibition, % at 16 µg/mL (by protocol);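 active = mean growth activity at or below -80% and every replicate also at or below -80%; inconclusive = mean at or below -80% but some replicate above -80%; inactive = mean growth activity above -80%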;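 note: 0% = DMSO wells and -100% = levofloxacin 16 µg/mL wells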
# T cruzi growth – T. cruzi proliferation inhibition | inhibition, % at 8.34 µM | AID 624255 | actives 5.9% (n = 77,000) | T. cruzi beta-gal in NIH3T3, GalScreen luminescence, 90 h;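 active = mean inhibition above about 93%, with at least 55% of replicates each passing it, limit read from the data, passing the limit was not always enough; inconclusive = only one of those two conditions holds; inactive = neither condition holds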
# KDM4C inh – blocks human GASC-1 (KDM4C) demethylase activity. GST-KDM4C 2-372, H3K9me3 peptide, LANCE TR-FRET. inhibition, % at 12.5 µM. actives 0.15% (n = 96,000). AID 720574;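 active = mean replicate inhibition above about 25%, with at least 55% of replicates also reaching it, limit read from the data, passing the limit was not always enough; inconclusive = only one of those two conditions met; inactive = neither condition met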
# Target sequence (Q9H3R0 2-372 limits assumed): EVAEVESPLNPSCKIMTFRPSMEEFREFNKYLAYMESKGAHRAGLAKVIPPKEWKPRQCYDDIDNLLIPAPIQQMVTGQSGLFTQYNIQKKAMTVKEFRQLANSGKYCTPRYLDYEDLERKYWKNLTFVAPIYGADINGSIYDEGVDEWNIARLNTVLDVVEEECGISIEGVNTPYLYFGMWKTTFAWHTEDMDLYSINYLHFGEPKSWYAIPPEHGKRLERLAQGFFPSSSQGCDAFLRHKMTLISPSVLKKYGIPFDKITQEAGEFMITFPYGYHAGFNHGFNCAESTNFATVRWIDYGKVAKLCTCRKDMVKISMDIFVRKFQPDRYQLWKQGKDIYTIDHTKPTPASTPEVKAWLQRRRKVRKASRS
#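 Compound: one test concentration per compound; Material: GST-GASC-1 enzyme fragment 2-372; Amount: GASC-1 enzyme at 10 nM final in reaction; Also added: H3K9me3 peptide substrate, Fe(II), 2-oxoglutarate; Technique: LANCE TR-FRET; Times: 30 min demethylation and 1 h detection at room temperature.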
# Pf Dd2 growth – inhibitors of Plasmodium falciparum Dd2 growth; P. falciparum Dd2 growth, SYBR Green, 72 h; active compounds read low; activity change, % at 10 µM; actives 2.3% (n = 94,000); AID 1159554; in the data active = activity change below about -80%; inconclusive = no clear call, values can overlap the other calls
# The depositor's hits bear a star; ? = inconclusive; . = no result given; & = joins results of further samples.
# Second line of a record: T cruzi growth	C diff growth	Pf Dd2 growth	KDM4C inh
Cc1noc(C)c1NC(=O)Nc1ccc2c(c1)C(=O)N([C@H](C)CO)C[C@H](C)[C@@H](CN(C)S(=O)(=O)c1ccccc1)OCCCC[C@H](C)O2
    -31.5	-2.7	-18.8	-1.2
C[C@@H]1CN([C@@H](C)CO)C(=O)Cc2cc(N(C)C)ccc2O[C@@H]1CN(C)C(=O)Nc1ccc2c(c1)OCO2
    22.5	-1.7	1.3	-0.3
CO[C@@H]1CN(C)C(=O)c2cc(NC(=O)C3CCCC3)ccc2OC[C@H](C)N(C(=O)CC2CC2)C[C@@H]1C
    2.9	.	-28.0	2.0
Cc1cc(C(=O)Nc2cccc3c2O[C@@H](CN(C)S(=O)(=O)c2cccs2)[C@@H](C)CN([C@H](C)CO)C3=O)n(C)n1
    -89.1	.	-6.6	-0.6
C[C@@H]1CN([C@@H](C)CO)C(=O)Cc2cc(NC(=O)CCCCCC(=O)Nc3ccccc3N)ccc2O[C@H]1CN(C)C(=O)Nc1ccc(F)cc1
    -15.3	-3.0	-0.1	0.9
COc1ccc(NC(=O)N(C)C[C@@H]2Oc3ccc(NC(=O)C4CCCCC4)cc3C(=O)N([C@@H](C)CO)C[C@H]2C)cc1
    28.2	-0.5	-4.6	1.8
COc1ccc2c3c([nH]c2c1)[C@H](CO)N(C(=O)c1ccccn1)CC31CN(C(=O)C2CCC2)C1
    .	-3.7	5.3	0.6
C[C@@H]1CN([C@H](C)CO)S(=O)(=O)c2ccc(C3=CCCCC3)cc2O[C@@H]1CN(C)Cc1ccccc1F
    .	23.1	-64.3	-1.2
CO[C@H]1CN(C)C(=O)c2cc(NC(=O)C3CC3)ccc2OC[C@@H](C)N(C(=O)c2cccnc2)C[C@@H]1C
    -3.3	.	-3.7	1.1
C[C@@H]1CN([C@H](C)CO)C(=O)c2cc(-c3ccncc3)cnc2O[C@H]1CN(C)S(=O)(=O)c1ccc(F)cc1
    83.7	-1.9	-43.5	0.8
COC(=O)N(C)C[C@H]1OCc2cnnn2CCCC(=O)N([C@H](C)CO)C[C@H]1C
    -26.9	.	-3.8	.
CCCC#Cc1ccc([C@H]2[C@@H](CO)N3C(=O)CN(C(=O)c4ccccn4)C[C@H]23)cc1
    .	6.8	-0.1	-1.7
C/C=C/c1ccc([C@@H]2[C@@H](CO)N(C(=O)C3CC3)[C@H]2CN(C)C(=O)CC2CC2)cc1
    8.9	-5.4	-1.1	-1.8
C[C@@H]1CN([C@H](C)CO)C(=O)c2cc(C#Cc3cccnc3)cnc2O[C@@H]1CN(C)S(C)(=O)=O
    33.2	8.2	14.3	-1.8
C[C@H](CO)N1C[C@H](C)[C@@H](CN(C)Cc2ccc3c(c2)OCO3)Oc2ccc(NC(=O)CCC(F)(F)F)cc2C1=O
    -14.6	-2.9	2.7	0.2
O=C(C1CCCC1)N1CC(=O)N2[C@H](CO)[C@H](c3ccc(C#Cc4cccc(F)c4)cc3)[C@H]2C1
    .	52.6	-33.7	13.0
C[C@H]1CN([C@@H](C)CO)C(=O)c2cccc(NC(=O)Nc3cccc4ccccc34)c2O[C@H]1CN(C)S(=O)(=O)c1cccs1
    63.8	.	-9.6	-0.7
O=C(c1ccc(F)cc1)N1CC(=O)N2[C@H](C1)[C@@H](c1ccc(-c3ccccc3)cc1)[C@@H]2CO
    .	-3.7	5.4	-2.7
CN(C)CCCNC(=O)[C@@H]1[C@@H](CO)[C@@H]2Cn3c(ccc(C4=CCCC4)c3=O)[C@@H]2N1CCC(F)(F)F
    27.2	4.0	.	2.2
O=C(C[C@H]1CC[C@@H]2[C@H](COC[C@H](O)CN2C(=O)Nc2ccc(Cl)c(Cl)c2)O1)NCc1ccc(F)cc1
    38.6	-91.0*	1.9	2.8
COc1ccc(CN2C[C@H](C)[C@@H](OC)CN(C)C(=O)c3cc(NC(C)=O)ccc3OC[C@@H]2C)cc1
    -18.5	.	3.1	0.5
COc1cccc(C#Cc2ccc3c(c2)O[C@@H](CN(C)C)[C@H](C)CN([C@H](C)CO)S3(=O)=O)c1
    68.6	2.9	-55.5	-4.0
CCCc1cn(CC[C@H]2CC[C@H](NC(=O)C3CCC3)[C@H](CO)O2)nn1
    .	0.0	7.3	-2.8
CCC(=O)Nc1ccc2c(c1)C(=O)N(C)C[C@@H](OC)[C@H](C)CN(Cc1ccccn1)[C@H](C)CO2
    -5.5	.	7.6	0.1
CN(C)C(=O)C[C@H]1C=C[C@H](NC(=O)NC2CCCCC2)[C@H](CO)O1
    .	-0.1	2.0	-2.2
C[C@@H]1CCCCO[C@H](CN(C)C(=O)CCCN(C)C)[C@H](C)CN([C@@H](C)CO)C(=O)c2cc(NC(=O)Nc3cccc4ccccc34)ccc2O1
    84.1	8.0	6.3	2.9
Cc1ccc(S(=O)(=O)Nc2ccc3c(c2)C(=O)N([C@@H](C)CO)C[C@@H](C)[C@@H](CN(C)S(C)(=O)=O)OCCCC[C@@H](C)O3)cc1
    20.3	-0.6	-3.4	1.7
CC=Cc1ccc2n(c1=O)C[C@@H]1[C@@H](CO)[C@H](C(=O)N(C)C)[C@H]2N1CC1CCCC1 (mixture of isomers)
    .	-3.3	10.6	3.8
CC(C)NC(=O)N(C)C[C@H]1OCCCC[C@H](C)Oc2ccc(NC(=O)Nc3cccc4ccccc34)cc2C(=O)N([C@@H](C)CO)C[C@H]1C
    -33.2	-5.6	.	-0.3
CN(C)C(=O)C[C@H]1C[C@H]2c3cc(NS(C)(=O)=O)ccc3O[C@H]2[C@@H](CO)O1
    -28.5	0.1	4.5	1.7
N#C[C@@H]1[C@@H](c2ccccc2)[C@H](CO)N1S(=O)(=O)c1ccc(-c2ccccc2)cc1
    72.4	-8.7	0.1	-1.5
C[C@H](CO)N1C[C@H](C)[C@H](CN(C)Cc2ccc(Cl)c(Cl)c2)Oc2ccc(NC(=O)Cc3cn(C)c4ccccc34)cc2CC1=O
    91.9	-3.0	-73.2	-0.9
C[C@H](CO)N1C[C@H](C)[C@@H](CN(C)CC2CC2)OCCCC[C@H](C)Oc2ccc(NS(=O)(=O)c3ccccc3)cc2C1=O
    48.8	-4.1	-24.5	-0.1
COc1ccc(NC(=O)Nc2ccc3c(c2)[C@@H]2C[C@@H](CC(=O)NC4CCCCC4)O[C@H](CO)[C@@H]2O3)cc1
    1.7	0.0	1.7	0.4
CNC(=O)C[C@H]1CC[C@@H]2[C@@H](COc3ccc(NC(=O)c4cc(C)on4)cc3C(=O)N2C)O1
    23.6	4.6	-10.7	0.7
CN1CCN(C(=O)C[C@H]2CC[C@@H]3[C@H](COC[C@@H](O)CN3C(=O)Cc3ccccc3)O2)CC1
    40.4	3.3&2.8	11.0	0.9
C[C@H]1CN([C@@H](C)CO)C(=O)CCCn2cc(nn2)CO[C@@H]1CN(C)S(=O)(=O)c1ccc(Oc2ccccc2)nc1
    .	-1.2	28.6	-0.3
CO[C@H](CN(C)S(=O)(=O)c1ccc(Cl)cc1)[C@H](C)CN([C@@H](C)CO)S(=O)(=O)c1cccc(Cl)c1
    86.5	.	-41.6	2.1
COc1ccc(S(=O)(=O)N(C)C[C@@H]2Oc3ccc(NC(=O)Nc4ccccc4)cc3CC(=O)N([C@@H](C)CO)C[C@H]2C)cc1
    -4.6	-3.8	-64.8	0.6
O=C(C[C@H]1CC[C@@H]2[C@H](COC[C@H](O)CN2C(=O)Cc2ccccc2)O1)NC1CCCC1
    -23.0	.	-1.4	-0.8
C[C@H]1CN([C@@H](C)CO)S(=O)(=O)c2ccc(C#Cc3ccc(F)cc3)cc2O[C@@H]1CN(C)C(=O)c1ccccn1
    ?	-12.4	-66.2	-0.9
C[C@H](CO)N1C[C@H](C)[C@@H](CN(C)C(=O)Nc2ccccc2)Oc2ccc(NS(=O)(=O)c3ccccc3)cc2C1=O
    -17.1	11.7	24.6	9.1
O=C(CC1CC1)N1CC(=O)N2[C@@H](CO)[C@H](c3ccc(C#Cc4ccc(F)cc4)cc3)[C@@H]2C1
    .	-1.0	8.1	-0.8
O=C(C1CC1)N1CCCCN2[C@H](CO)[C@H](c3ccc(-c4cccc(F)c4)cc3)[C@H]2C1
    95.6*	-12.7	-10.1	-1.3
O=C(c1cccnc1)N1CCCCN2[C@H](C1)[C@H](c1ccc(C#Cc3ccccn3)cc1)[C@@H]2CO
    70.3	-1.8	16.0	1.1

# Reprinted from the part before: 2 entries, followed by the next part.
# Second line of a record: T cruzi growth	C diff growth	Pf Dd2 growth	KDM4C inh
O=C(C1CC1)N1CCCCN2[C@H](CO)[C@H](c3ccc(-c4cccc(F)c4)cc3)[C@H]2C1
    95.6*	-12.7	-10.1	-1.3
O=C(c1cccnc1)N1CCCCN2[C@H](C1)[C@H](c1ccc(C#Cc3ccccn3)cc1)[C@@H]2CO
    70.3	-1.8	16.0	1.1
O=C(NC1CCC1)[C@@H]1[C@@H](CO)[C@@H]2Cn3c(ccc(-c4ccncc4)c3=O)[C@H]1N2CC1CC1
    -1.5	-2.1	9.0	0.4
CCCNC(=O)N(C)C[C@H]1Oc2ncc(-c3ccccc3)cc2C(=O)N([C@H](C)CO)C[C@@H]1C
    92.3	3.1	18.2	-2.3
CO[C@@H]1CN(C)C(=O)c2ccc(NS(=O)(=O)c3ccccc3)cc2OC[C@H](C)N(Cc2cccnc2)C[C@@H]1C
    12.5	1.5	-49.8	-0.2
CCC(=O)N1C[C@H](O)COC[C@H]2O[C@H](CC(=O)NC)CC[C@@H]21
    -33.8	3.2&0.4	35.1	0.4
N#C[C@H]1[C@H](c2ccccc2)[C@H](CO)N1C(=O)CCN1CCCCC1
    -8.3	-8.3	-3.7	0.4
O=C(Nc1ccccc1F)N1[C@@H]2CNC[C@H]1C2c1ccc(-c2ccncc2)cc1 (some centres undefined)
    .	-1.3&-2.0	-3.8&40.2	1.0&0.3
COc1ccc(NC(=O)N[C@@H]2C=C[C@H](CC(=O)NCc3ccccn3)O[C@@H]2CO)cc1
    -59.2	-3.7	12.7	1.0
CN1C(=O)c2cc(NC(=O)c3cccc(F)c3)ccc2OC[C@@H]2O[C@H](CC(=O)NCC3CCCCC3)CC[C@H]21
    90.4&21.7	-3.7&13.0	-26.4	-3.1&-0.9
CCCNC(=O)N1C[C@@H]2[C@H](c3ccccc31)[C@H](CO)N2C(=O)Nc1ccccc1F
    30.8	12.1	14.3	1.4
C[C@@H]1CN([C@@H](C)CO)C(=O)Cc2cc(NS(C)(=O)=O)ccc2O[C@@H]1CN(C)C(=O)Nc1ccc(F)cc1
    12.6	5.8	8.8	13.9
COc1ccc(NC(=O)N(C)C[C@@H]2OCc3cnnn3CCCC(=O)N([C@H](C)CO)C[C@H]2C)c(OC)c1
    -22.3	0.6	-0.3	4.4
CC=Cc1ccc2n(c1=O)C[C@H]1[C@H](CO)[C@@H](C(=O)N(C)C)[C@@H]2N1CC1CCOCC1 (mixture of isomers)
    36.7	-2.2	0.7	0.8
C[C@@H]1CN([C@H](C)CO)S(=O)(=O)c2ccc(C#CC3CC3)cc2O[C@@H]1CN(C)C(=O)c1cnccn1
    18.8	2.6	-5.4	0.6
C[C@H]1CN([C@@H](C)CO)C(=O)c2cc(NS(C)(=O)=O)ccc2O[C@@H]1CN(C)Cc1ccc(Oc2ccccc2)cc1
    26.0	-5.6	-3.9	-0.1
CCCNC(=O)C[C@@H]1CC[C@@H]2[C@H](COc3ccc(NC(=O)c4cccc(OC)c4)cc3C(=O)N2C)O1
    -155.6	2.5	-31.6	1.6
C[C@@H]1CN([C@@H](C)CO)C(=O)c2cccc(NC(=O)Nc3cccc4ccccc34)c2O[C@H]1CN(C)C(=O)Nc1ccccc1
    39.8	-1.0	-74.5	-0.9
CCCC(=O)N1CC2(CN(S(=O)(=O)CC)C2)c2c(n(C)c3cc(OC)ccc23)[C@@H]1CO
    .	1.1	-62.0	3.3
O=C(C[C@@H]1CC[C@H]2[C@@H](COC[C@H](O)CN2C(=O)Nc2ccccc2)O1)NCCc1ccncc1
    11.8	.	5.5	-0.7
C[C@H](CO)N1C[C@H](C)[C@@H](CN(C)C(=O)NC2CCCCC2)Oc2ccc(NC(=O)CCCCCC(=O)Nc3ccccc3N)cc2CC1=O
    59.3	-4.2	-8.6	-1.8
C/C=C/c1cnc2c(c1)C(=O)N([C@H](C)CO)C[C@H](C)[C@@H](CN(C)C(=O)Cc1ccccn1)O2
    .	-0.6	26.8	-0.3
C[C@@H]1CN([C@H](C)CO)C(=O)CCCn2cc(nn2)CO[C@H]1CN(C)S(=O)(=O)c1ccc(Oc2ccccc2)cc1
    -9.4	8.8	-26.6	0.1
O=C(Nc1ccc(F)cc1)N1CC(=O)N2[C@@H](CO)[C@@H](c3ccc(-c4ccc(F)cc4)cc3)[C@@H]2C1
    .	7.8	1.0	0.1
Cc1noc(C)c1NC(=O)N(C)C[C@H]1Oc2ccc(NC(=O)CCC(F)(F)F)cc2CC(=O)N([C@@H](C)CO)C[C@H]1C
    38.8	-2.1	-2.3	-0.1
